Source: PubChem (Sanford-Burnham Center for Chemical Genomics)
APOBEC3G inh – inhibitors of human APOBEC3G DNA deaminase. recombinant A3G, ssDNA deamination FAM/TAMRA fluorescence. inhibition, % at 20 µM. 330,000 compounds, 0.28% hits. AID 493012;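 active = inhibition of at least 40% at 20 µM, with no more than 30% in the related APOBEC3A deaminase screen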;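 note: plate controls were DMSO wells with A3G for no effect and wells lacking A3G enzyme for full effect; some compounds called inactive have numbers as strong as hits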
Target sequence (Q9HC16 whole entry, looked up): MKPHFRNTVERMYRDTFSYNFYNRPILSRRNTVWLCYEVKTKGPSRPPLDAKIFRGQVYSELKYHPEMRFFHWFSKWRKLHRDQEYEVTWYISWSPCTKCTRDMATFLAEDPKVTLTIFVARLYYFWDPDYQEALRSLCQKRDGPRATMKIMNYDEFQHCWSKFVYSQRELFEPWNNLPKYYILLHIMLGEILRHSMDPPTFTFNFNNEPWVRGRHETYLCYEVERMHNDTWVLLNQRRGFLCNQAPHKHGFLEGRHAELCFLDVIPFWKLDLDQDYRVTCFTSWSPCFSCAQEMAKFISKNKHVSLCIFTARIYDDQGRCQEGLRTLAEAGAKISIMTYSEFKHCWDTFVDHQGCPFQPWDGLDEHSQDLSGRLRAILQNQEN
ATG4B inhibitor – blocks human ATG4B protease cleavage of LC3 substrate | 340,000 compounds, 0.51% hits | ATG4B cleavage of LC3-PLA2, NBD-HPC fluorescence, 1 h | Q9Y4P1 | inhibition, % at 8.33 µM; in the data active = inhibition above about 40%
APOBEC3A inh – blocks human APOBEC3A ssDNA deamination | P31941 | recombinant A3A, FAM/TAMRA ssDNA deamination fluorescence | inhibition, % at 20 µM | 330,000 compounds, 0.41% hits | AID 493011;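 active = at least 40% inhibition at 20 µM here, with at most 30% in a related deaminase screen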;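 note: plate controls were A3A with DMSO for no effect and wells lacking A3A enzyme for full effect; some results filed as inactive read as strong as hits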
mIAP inh – blocks mouse intestinal alkaline phosphatase. purified mouse IAP, CDP-Star luminescence, 30 min. inhibition, % at 10 µM. 330,000 compounds, 0.2% hits. AID 2806;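 active = inhibition of at least 40% at 10 µM in the primary screen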;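 note: plate controls were DMSO with enzyme for no effect and no enzyme wells for full effect; values of inactives mirror those of a sister screen read the other way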
hIAP activ – human IAP activation; 330,000 compounds, 0.16% hits; purified human IAP, CDP-Star luminescence, 30 min; hits give high values; 1 = vehicle-only enzyme, 0 = enzyme-free background; AID 2524; activation factor at 10 µM;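 active = activation factor of the enzyme at least 2-fold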; note: the source names both 10 and 20 µM as test concentration; values of inactives mirror those of a sister screen read the other way
Target sequence (P09923 whole entry, looked up): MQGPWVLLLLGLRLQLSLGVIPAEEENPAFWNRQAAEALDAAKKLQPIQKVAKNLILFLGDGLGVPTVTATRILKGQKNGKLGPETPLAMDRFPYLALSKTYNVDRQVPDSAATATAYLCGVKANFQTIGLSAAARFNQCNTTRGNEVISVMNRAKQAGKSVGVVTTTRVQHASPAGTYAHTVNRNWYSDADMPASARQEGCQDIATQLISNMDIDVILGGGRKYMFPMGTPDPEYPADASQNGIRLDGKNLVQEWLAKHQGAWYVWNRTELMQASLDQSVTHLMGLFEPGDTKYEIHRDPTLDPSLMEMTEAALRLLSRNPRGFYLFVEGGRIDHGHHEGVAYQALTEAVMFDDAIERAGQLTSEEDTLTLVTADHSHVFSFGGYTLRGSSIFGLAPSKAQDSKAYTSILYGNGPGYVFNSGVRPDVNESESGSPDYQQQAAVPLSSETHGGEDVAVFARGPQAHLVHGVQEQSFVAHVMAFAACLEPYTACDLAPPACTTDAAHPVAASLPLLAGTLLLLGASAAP
MIN6 prolif – MIN6 beta-cell proliferation induction; MIN6 cells proliferation, ATPlite luminescence, 48 h; cells starved in 0.2% serum; 100% = growth in 10% serum; proliferation, % at 10 µM; 330,000 compounds, 0.29% hits;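 active = compounds whose signal lies at least 3.5 SD above the mean of all wells on their plate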;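 note: 0% = DMSO-treated cells in low-serum medium and 100% = 10% serum control; some compounds called inactive have numbers as strong as hits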
mIAP activ – mouse IAP activation. 330,000 compounds, 0.24% hits. muIAP, CDP-Star luminescence, 30 min; hits give high values; 1 = vehicle-only enzyme signal, 0 = enzyme-free wells. activation factor at 10 µM;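 active = activation factor of at least 2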; note: the source names both 10 and 20 µM as test concentration; values of inactives mirror those of a sister screen read the other way
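also added = chemiluminescent substrate CDP-Star | test system = mouse IAP enzyme | signal = chemiluminescence readout | compound = DMSO-dissolved test compounds | incubation = 30 min at room temperature | benchmarks = DMSO wells, no-enzyme wells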
hIAP inh – human IAP inhibition; P09923; purified IAP, CDP-Star luminescence, 30 min; inhibition, % at 10 µM; 330,000 compounds, 0.12% hits; AID 2544;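 active = inhibition reaching a set limit with compound at 10 µM in the primary screen, cut at about 35% in these data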;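 note: plate controls were DMSO wells with enzyme for no effect and no-enzyme buffer wells for full effect; values of inactives mirror those of a sister screen read the other way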
MPTP inh – blocks calcium-induced mitochondrial swelling; AID 602449; 360,000 compounds, 1.4% hits; isolated mouse mitochondria, Ca2+ swelling absorbance, 30 min; inhibition, % at 10 µM;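 active = inhibition of 50% or more, scaled per plate between neutral and stimulator controls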;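 note: 0% = DMSO wells given calcium and 100% = 1 mM EGTA wells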
Starred values were filed as active, the others as inactive; . = no result given.

nr	canonical_smiles	APOBEC3G inh	hIAP inh	ATG4B inhibitor	mIAP activ	MPTP inh	MIN6 prolif	APOBEC3A inh	mIAP inh	hIAP activ
1	CC(C)c1ccc(NC(=S)NC2CCCCCC2)cc1	-6.5	-25.6	7.3	3.23*	73.8*	-6.0	-4.9	-223.5	1.26
2	Cc1cc(C)n2nc(SC(C)C(=O)N3CCOCC3)nc2n1 (centres undefined)	-7.0	1.2	4.6	1.06	-1.4	5.7	-5.2	-5.9	0.988
3	Cc1ccccc1-c1nn(-c2ccccc2)cc1C(=O)NCC(c1ccco1)N1CCCC1 (centres undefined)	-5.9	-5.8	-2.3	1.1	0.4	-2.5	-4.5	-10.2	1.06
4	CCNC(=O)c1cc2c(=O)n3cccc(C)c3nc2n(Cc2ccc(C)cc2)c1=N	-4.1	17.9	-3.8	0.967	0.5	-2.9	4.0	3.3	0.821
5	CC1(C)CC(=O)C=C(Nc2ccc(C(=O)O)cc2)C1	-2.8	-2.0	-11.5	0.716	-0.8	0.9	-2.0	28.4	1.02
6	O=C(c1cccc([N+](=O)[O-])c1)N1CCCC(C(=O)N2CCN(c3ccccc3)CC2)C1 (centres undefined)	-7.4	-13.1	-1.6	0.936	-0.7	-3.4	-4.4	6.4	1.13
7	COCCNC(=S)N1CCC(NC(=O)Nc2ccc(C)cc2)CC1	-7.5	-14.2	-2.9	1.23	-1.2	-2.8	-7.4	-23.3	1.14
8	CCc1nnc(NC(=O)C2CCCN2C(=O)Nc2ccc(Cl)cc2)s1 (centres undefined)	-3.4	-9.3	-8.8	1.05	0.6	0.7	-1.2	-5.2	1.09
9	COc1cc(C(=O)NCCC2=CCCCC2)ccc1OCc1c(C)noc1C	-3.9	-4.7	9.3	1.05	0.6	-2.5	-2.1	-5.4	1.05
10	Cn1c(COc2ccc(Cl)cc2)nnc1SCC(=O)NC1CC1	-0.1	-3.3	-39.3	0.961	-1.3	-0.4	0.8	3.9	1.03
11	COc1ccccc1NS(=O)(=O)c1cc(NC(=O)c2ccc3c(c2)OCCO3)ccc1C	-3.8	-9.6	-11.0	0.951	-1.7	-2.0	-0.1	4.9	1.1
12	O=C(NCCCCNC(=O)c1ccc(Cl)s1)c1ccc(Cl)s1	-6.8	-14.4	-6.6	0.976	1.7	-1.3	-4.4	2.4	1.14
13	O=C(OCC(=O)N1CCCc2ccccc21)c1ccc(F)c(S(=O)(=O)N2CCOCC2)c1	-6.0	-8.2	-1.5	0.941	-0.6	2.3	2.0	5.9	1.08
14	CSc1nnc2c(n1)OC(C)N(C(=O)c1ccccc1)c1ccccc1-2 (centres undefined)	2.8	-0.2	1.2	1.05	-0.5	-3.4	1.0	-5.0	1
15	Cc1ccc(-c2ccc(C(=O)NCc3ccc(Cl)cc3)o2)c2ccccc12	-6.5	13.1	6.3	0.907	1.4	-7.7	-2.7	9.3	0.869
16	Cc1ccc(S(=O)(=O)C2C(=O)N(C)C3(C)CC2c2ccccc2O3)cc1C (centres undefined)	1.1	-16.9	79.4*	0.966	-0.5	-3.4	1.0	3.4	1.17
17	COc1ccc(C)cc1S(=O)(=O)N(CC(=O)N1CCOCC1)c1cc(C)cc(C)c1	-10.4	-18.0	-6.2	0.995	-0.7	-1.1	-4.9	0.5	1.18
18	Cc1ccc(CNC(=O)c2csc3c2CCCCC3)cc1	-8.8	-20.0	-7.3	1.04	2.5	-4.2	0.0	-4.1	1.2
19	COc1cccc(C(=O)Nc2ccc(C(=O)c3ccccc3)cc2)c1	-3.0	22.1	2.6	0.882	-0.2	-2.5	-5.4	11.8	0.779
20	Cc1ccc(OCc2ccc(C(=O)NN)o2)cc1C	9.0	0.5	1.6	0.924	2.0	-0.3	3.0	7.6	0.995
21	OCC1CCCCN1C(=S)Nc1ccc(Cl)cc1Cl (centres undefined)	-4.9	-7.8	-3.4	0.915	0.8	-0.9	0.4	8.5	1.08
22	COc1ccc(-c2cc(C(=O)N3CCN(c4ncccn4)CC3)c3ccccc3n2)cc1OC	-0.6	10.2	-2.1	1.01	0.0	-5.3	27.0	-1.3	0.898
23	O=[N+]([O-])c1cccnc1N1CCC(c2cc(-c3cccc(C(F)(F)F)c3)n[nH]2)CC1	-0.8	2.5	33.3	0.855	0.6	-3.7	0.6	14.5	0.975
24	COc1ccc(C)cc1NC(=O)CNC(c1ccccc1)c1ccc(C)cc1 (centres undefined)	-0.3	14.3	4.6	1.02	-1.3	-6.0	2.7	-2.0	0.857
25	CN1CCN(CCc2nc3cc(NC(=O)COc4ccccc4)ccc3n2C)CC1	-0.6	18.9	7.2	0.984	-0.2	-0.6	-1.7	1.6	0.811
26	COC(=O)CCCNC(=O)c1ccc(OS(=O)(=O)c2cc([N+](=O)[O-])ccc2C)cc1	-1.1	6.4	2.1	1.07	-0.1	-0.3	1.4	-7.1	0.936
27	O=C(NCc1ccccc1)C(Cc1ccccc1)N1C(=O)C2C3CCC(C3)C2C1=O (centres undefined)	-12.1	-17.8	14.2	1.1	1.4	-2.3	-2.1	-9.9	1.18
28	CCCn1c(=O)c2c(nc3n2CCCN3Cc2ccccc2)n(C)c1=O	-2.8	9.0	3.3	1.04	-0.7	-3.3	-1.3	-4.2	0.91
29	O=C(C1CCC(=O)N(C2CC2)C1)N1CCC(Oc2cccc(F)c2)CC1 (centres undefined)	-4.8	4.4	1.1	0.998	1.1	-4.3	0.1	0.2	0.956
30	COc1ccc(-c2nnc(SCC(=O)Nc3ccc(C)cc3)n2C)cc1	-3.7	-54.1	0.1	1.06	1.2	0.5	-0.7	-6.3	1.54
31	COCCNc1c(-c2ccc(OC)c(OC)c2)nc2ccc(Cl)cn12	-7.0	21.5	3.1	0.943	-0.9	-1.4	-1.8	5.7	0.785
32	COc1ccc(C(=O)C2CCCN(Cc3cc(Cl)ccc3O)C2)c(OC)c1 (centres undefined)	-4.6	-11.0	2.3	0.984	1.8	-4.8	-3.3	1.6	1.11
33	CC(=O)N1CCN2C(=O)C1CCCC(=O)c1cc(C3CCCCC3)ccc12 (centres undefined)	-0.7	2.4	-14.4	1.09	-0.2	-2.0	-0.4	-9.2	0.976
34	COc1cc(Cl)ccc1OCc1cc(C(=O)N(C)Cc2nnc(C)o2)no1	-10.1	-19.8	-3.9	1.07	0.7	4.4	-1.7	-6.7	1.2
35	Cc1ccc(NS(=O)(=O)c2ccc(-c3ccc(=O)[nH]n3)o2)cc1Cl	-7.2	8.0	5.4	0.951	-0.9	-2.8	-3.0	4.9	0.92
36	Cc1nonc1NC(=O)CSc1nc(C2CCCCC2)nc2ccccc12	-3.3	-32.5	2.2	1.09	39.5	-2.8	1.1	-9.4	1.32
37	NC(=O)C1CC(=O)N(c2ccc(OCC(=O)NCc3ccccc3)cc2)C1 (centres undefined)	-6.8	8.5	4.2	1.04	0.4	-0.1	-1.9	-4.2	0.915
38	Cc1ccc(S(=O)(=O)N(CC(=O)N/N=C/c2ccco2)Cc2ccccc2)cc1	-0.1	-13.2	1.9	0.816	-0.7	-0.3	5.1	18.4	1.13
39	C[C@]1(CO)CCC[C@@]2(C)C1CC[C@@H](CO)[C@@H]2CCc1ccoc1 (some centres undefined)	-8.2	-16.4	-1.4	0.947	1.8	0.8	-2.0	5.3	1.16
40	Cc1nc(SCc2nc3ccc([N+](=O)[O-])cc3[nH]2)c2oc3ccccc3c2n1	-5.1	-28.5	-16.6	0.988	33.2	-5.6	0.2	1.2	1.28
41	O=C(NCCC1CCCCN1S(=O)(=O)c1ccc(F)cc1)C(=O)NCCN1CCOCC1 (centres undefined)	-3.7	0.5	-0.4	1.03	-0.5	-0.8	3.2	-2.8	0.995
42	O=C(c1cccnc1)N1CCC(Oc2ccc(C(=O)N3CCCCO3)cc2)CC1	2.1	-13.4	11.0	1.11	1.0	-1.9	1.6	-11.2	1.13
43	c1ccc2[nH]c(NC3=NCCC3)nc2c1	-0.5	2.5	4.3	0.902	-0.1	-1.6	-0.3	9.8	0.975
44	CCOC(=O)NC(=O)CSc1ccc(C)cc1C	-8.6	-2.4	1.5	0.926	1.4	-4.0	1.3	7.4	1.02
45	CC(C)Oc1ccccc1NC(=O)CSc1nc2ccccc2c(=O)n1C	-0.5	0.1	-1.3	0.98	1.1	-4.6	-0.7	2.0	0.999
46	Cc1ccc(C)c(CN2C(=O)C3CCCN3c3ccc(S(=O)(=O)N4CCOCC4)cc32)c1 (centres undefined)	1.1	-2.9	.	0.983	.	-1.2	-0.7	1.7	1.03
47	CNC(=O)NC(=S)NC(=O)c1ccccc1Cl	-7.3	-3.8	-10.1	0.952	-1.2	-4.3	-3.8	4.8	1.04
48	Cc1ccc(C2c3c(oc4ccccc4c3=O)C(=O)N2CCCN2CCOCC2)o1 (centres undefined)	-3.6	-7.3	6.5	0.902	3.4	-2.6	-2.4	9.8	1.07
49	NC(N)=N/N=C/c1ccc(OCc2ccccc2)cc1	-0.3	10.2	1.8	0.882	5.2	-4.8	1.2	11.8	0.898
50	CCOc1ccc(C(=O)Nc2ccccc2CC)cc1[N+](=O)[O-]	-4.4	-6.9	12.6	1.1	4.5	-2.2	1.2	-10.2	1.07
51	CCN1/C(=C2\C(=O)N(C)C(=S)N2c2ccccc2)C=Cc2ccccc21	-4.3	8.1	-0.5	0.992	11.2	-3.0	10.5	0.8	0.919
52	C[C@@H]1CN([C@@H](C)CO)C(=O)c2cccc(NC(=O)C3CCOCC3)c2O[C@H]1CN(C)S(=O)(=O)c1ccc(Cl)cc1	-6.6	-6.2	-7.1	0.952	-1.8	-1.2	-4.2	4.8	1.06
53	CC(=O)NC(NC(=S)N1CCCCCC1)C(Cl)(Cl)Cl (centres undefined)	3.3	1.4	0.1	1.15	1.6	-2.7	0.1	-14.5	0.986
54	C[C@H](NC(=O)c1ccccc1Cl)C(=O)Nc1ccccc1F	-7.2	9.7	-6.3	0.981	0.3	-0.2	-2.0	1.9	0.903
55	CN1/C(=C\C(=O)c2cccnc2)Sc2ccccc21	-6.9	-11.8	4.4	0.978	-1.3	-1.3	-1.6	2.2	1.12
56	Cc1ccc(N=Cc2ccc(O)cc2O)cc1F	-15.7	4.0	22.7	0.744	-0.2	-6.6	-2.8	25.6	0.96
57	COCCCNC(=O)CSC1=Nc2ccccc2C2=NC(Cc3c[nH]c4ccccc34)C(=O)N12 (centres undefined)	-1.8	4.6	-0.1	0.961	0.1	-3.1	3.9	3.9	0.954
58	CCOc1cc(-c2nnn(CC(=O)N3CCCCC3)n2)ccc1OC	-5.6	14.7	-2.6	0.921	-0.8	-3.2	-4.2	7.9	0.853

An excerpt from above, showing only hIAP activ, MIN6 prolif and APOBEC3A inh:
nr | Compound | hIAP activ | MIN6 prolif | APOBEC3A inh
31 | COCCNc1c(-c2ccc(OC)c(OC)c2)nc2ccc(Cl)cn12 | 0.785 | -1.4 | -1.8
32 | COc1ccc(C(=O)C2CCCN(Cc3cc(Cl)ccc3O)C2)c(OC)c1 (centres undefined) | 1.11 | -4.8 | -3.3
33 | CC(=O)N1CCN2C(=O)C1CCCC(=O)c1cc(C3CCCCC3)ccc12 (centres undefined) | 0.976 | -2.0 | -0.4
34 | COc1cc(Cl)ccc1OCc1cc(C(=O)N(C)Cc2nnc(C)o2)no1 | 1.2 | 4.4 | -1.7
